High-throughput results (PubChem BioAssay)
NPY-Y1 PAM-ag – potentiates or activates human NPY-Y1 receptor; NPY-Y1 expressing cells, potentiator/agonist activation; P25929; 220,000 compounds, 0.37% hits; activation, % at 3.6 µM; AID 1304; in the data active = activation above about 33%, passing the limit was not always enough;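 also: cells stimulated with NPY at EC10 then isoproterenol at EC100; 0% = low agonist plus stimulus and 100% = saturating agonist plus stimulus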
Target sequence (P25929 whole entry, looked up): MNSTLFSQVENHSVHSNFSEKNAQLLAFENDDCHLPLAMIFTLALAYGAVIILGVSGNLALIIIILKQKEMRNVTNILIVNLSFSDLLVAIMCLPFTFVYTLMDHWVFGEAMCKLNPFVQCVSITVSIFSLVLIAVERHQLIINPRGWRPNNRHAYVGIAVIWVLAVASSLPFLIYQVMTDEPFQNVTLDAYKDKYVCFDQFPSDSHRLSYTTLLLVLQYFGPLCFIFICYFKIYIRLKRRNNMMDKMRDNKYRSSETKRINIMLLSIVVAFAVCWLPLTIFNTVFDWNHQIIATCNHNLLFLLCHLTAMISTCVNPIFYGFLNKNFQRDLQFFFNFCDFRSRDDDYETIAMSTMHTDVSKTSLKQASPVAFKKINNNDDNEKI
Runt-CBFb FRET – inhibitors of human RUNX1 Runt domain binding to CBFb; inhibition, % at 20 µM; 220,000 compounds, 0.46% hits; Q01196+Q13951; Cerulean-Runt/Venus-CBFb FRET ratio 530/480, 1 h;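 active = inhibition over about 50% at 20 µM in the single-dose screen, limit read from the data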;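 also: 0% = DMSO wells and 100% = excess unlabeled CBFb competitor control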
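Schedule: protein complex preformed 1 h, compound exposure 1 h, room temperature, dark; test system: Cerulean-labeled Runt domain protein; amount: 100 nM per protein; buffer or medium: Tris 50 mM pH 7.5, KCl, K2SO4, 0.01% BSA; read-out: loss of energy transfer signal; detection: FRET fluorescence; controls: 5 µM unlabeled CBFb as full-inhibition high control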
S1P4 agonist – activates the human S1P4 receptor | 220,000 compounds, 0.35% hits | S1P4-expressing cell line, agonist reporter assay | activation, % at 4.98 µM; in the data active = activation above about 11%;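 also: 0% = DMSO vehicle and 100% = reference agonist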
Target sequence (O95977 whole entry, looked up): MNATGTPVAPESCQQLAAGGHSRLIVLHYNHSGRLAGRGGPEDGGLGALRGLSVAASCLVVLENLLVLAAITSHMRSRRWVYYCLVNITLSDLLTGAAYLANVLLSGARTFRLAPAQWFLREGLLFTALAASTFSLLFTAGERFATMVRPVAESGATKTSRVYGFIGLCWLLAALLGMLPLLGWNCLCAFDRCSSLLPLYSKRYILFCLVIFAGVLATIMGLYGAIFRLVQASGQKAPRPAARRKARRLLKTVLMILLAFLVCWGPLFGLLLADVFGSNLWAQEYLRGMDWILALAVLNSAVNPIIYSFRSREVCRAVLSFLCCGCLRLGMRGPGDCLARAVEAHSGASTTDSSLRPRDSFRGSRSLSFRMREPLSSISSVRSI
Ba/F3 V617F tox – lowers viability of Ba/F3 cells expressing EpoR and JAK2V617F; ATP luminescence; inhibition, % at 5.6 µM; 220,000 compounds, 1.1% hits; AID 1446;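 active = inhibition above the campaign mean plus 3 SD over all tested compounds, cut at about 24% in these data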;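 also: cytokine-independent growth of Ba/F3 cells driven by EpoR plus mutant JAK2; 0% = DMSO-treated cells and 100% = JAK inhibitor I control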
NPY-Y2 PAM-ag – potentiates or activates human NPY-Y2 receptor. P49146. cells expressing NPY-Y2, potentiator/agonist read-out. activation, % at 3.6 µM. 220,000 compounds, 0.45% hits; in the data active = activation above about 27%;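 also: cells stimulated with NPY near EC25 plus isoproterenol at EC100; 0% = vehicle plus submaximal agonist and 100% = vehicle plus saturating agonist; some results beyond the cut were filed as inactive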
BaF3 tox – reduces parental Ba/F3 cell viability, JAK2V617F counter-screen. CellTiter-Glo ATP luminescence. inhibition, % at 5.6 µM. 220,000 compounds, 1.1% hits;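 active = inhibition above a per-campaign cutoff, the mean inhibition of all tested compounds plus 3 SD, cut at about 27% in these data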;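 also: 0% = DMSO wells and 100% = JAK Inhibitor I control wells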
S1P4 antagonist – blocks the human S1P4 receptor. O95977. S1P4-expressing cells, antagonist mode, reporter read-out. inhibition, % at 4.98 µM. 220,000 compounds, 0.26% hits. AID 1510; in the data active = inhibition above about 29%;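 also: 0% = wells stimulated with agonist and 100% = vehicle wells without agonist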
RBBP9 inhibitor – inhibitors of human serine hydrolase RBBP9 | O75884 | recombinant RBBP9, FP-Rh probe fluorescence polarization | inhibition, % at 7.94 µM | 220,000 compounds, 0.2% hits | AID 1515;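 active = inhibition above the campaign mean of all tested compounds plus 3 SD, cut at about 14% in these data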;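 also: plate controls were DMSO wells with RBBP9 for no effect and wells lacking RBBP9 protein for full effect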
Target sequence (O75884 whole entry, looked up): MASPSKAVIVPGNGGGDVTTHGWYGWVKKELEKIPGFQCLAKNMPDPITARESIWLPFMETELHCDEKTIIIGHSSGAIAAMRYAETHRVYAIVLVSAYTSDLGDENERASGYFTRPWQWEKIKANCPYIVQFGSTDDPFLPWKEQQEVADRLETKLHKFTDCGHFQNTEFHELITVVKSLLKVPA
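Test system – recombinant human RBBP9 · Input – RBBP9 2.5 µM in dispensing solution, pre-mixing · Medium – Tris buffer pH 8.0, NaCl, Pluronic · Schedule – preincubation 30 min plus labeling 45 min at 25 °C · Measured by – fluorescence polarization · Measure – % inhibition · Controls – DMSO and no-protein wells · Replicates – one well per compound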
NPY Y1 blocker – antagonists of human neuropeptide Y receptor Y1; HEK293-CNG Y1 cells, membrane potential fluorescence; NPY at EC95, then isoproterenol; inhibition, % at 3.6 µM; 200,000 compounds, 1% hits; AID 1040;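 active = inhibition above the campaign mean inhibition of all tested compounds plus 3 SD, cut at about 20% in these data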;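 also: 0% = DMSO wells given NPY plus isoproterenol and 100% = isoproterenol alone without NPY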
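Material: HEK293 cells co-expressing NPY Y1 receptor and cyclic-nucleotide gated channel. Timing: compound incubation 1 h at room temperature, readout 45 min post-stimulation. Signal: fluorescence, membrane potential probe.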
Numbers without * were called inactive; · = not tested or not shown.

The opening two compounds, ahead of the listing:
SMILES	NPY-Y1 PAM-ag	Runt-CBFb FRET	S1P4 agonist	Ba/F3 V617F tox	NPY-Y2 PAM-ag	BaF3 tox	S1P4 antagonist	RBBP9 inhibitor	NPY Y1 blocker
O=C(CN(c1ccc(F)cc1)S(=O)(=O)c1ccccc1)NCc1ccco1	-3	-2	-1.4	-1	-1	-1	7	-9	7
Cc1ccc([N+](=O)[O-])cc1N=C(c1ccc([N+](=O)[O-])cc1)N1CCOCC1	-8	-1	1.9	-1	9	6	-8	-8	1

The list itself, from the start:
SMILES	NPY-Y1 PAM-ag	Runt-CBFb FRET	S1P4 agonist	Ba/F3 V617F tox	NPY-Y2 PAM-ag	BaF3 tox	S1P4 antagonist	RBBP9 inhibitor	NPY Y1 blocker
O=C(CN(c1ccc(F)cc1)S(=O)(=O)c1ccccc1)NCc1ccco1	-3	-2	-1.4	-1	-1	-1	7	-9	7
Cc1ccc([N+](=O)[O-])cc1N=C(c1ccc([N+](=O)[O-])cc1)N1CCOCC1	-8	-1	1.9	-1	9	6	-8	-8	1
COc1cccc(NC(=S)Nc2ccc(Br)cc2Cl)c1	1	6	-1.0	5	-4	3	-1	2	·
N#Cc1nc(COc2cccc(Cl)c2)oc1NCCN1CCOCC1	12	0	-1.4	0	16	-4	10	-10	·
C=CCONC(=O)c1cc(OCC(F)(F)F)ccc1OCC(F)(F)F	-13	-1	-2.1	-3	11	2	1	4	2
CC(Cc1ccccc1)C(=O)N[C@@H](CO)Cc1ccccc1 (some centres not stated)	4	-1	-0.4	-3	5	-1	9	-3	6
CCCn1c(=O)c2ccccc2n2c(SCCOc3ccc(Cl)cc3)nnc12	-13	-4	0.3	0	-4	5	-5	-9	9
Cc1ccc2[nH]cc(CCNC(=O)c3ccc([N+](=O)[O-])cc3)c2c1	5	0	3.1	-2	4	4	-7	-1	0
Cc1ccc(N2C(=O)c3ccccc3C2=O)cc1Cl	-14	1	-2.0	-4	12	-2	-13	-5	-9
O=C(NN1C(=O)c2ccccc2NC1c1ccco1)c1ccccc1 (configuration not stated)	4	·	0.2	0	8	3	-18	-2	2
Cc1ccc(S(N)(=O)=O)cc1NC(=O)/C=C/c1cccs1	-3	0	1.4	4	2	3	-18	-2	5
CCOC(=O)C(NC(C)=O)(NS(=O)(=O)c1ccccc1)C(F)(F)F (configuration not stated)	16	-1	-1.4	-4	12	1	-18	4	0
O=C(CCCn1c(SCc2cc(=O)n3cc(Cl)ccc3n2)nc2ccccc2c1=O)NCC1CCCO1 (configuration not stated)	6	-2	-0.8	-4	-17	-10	3	2	·
CCC(=O)Nc1ccc(F)c(Cl)c1	13	2	-3.8	-1	5	1	2	-9	-1
COC(=O)c1nn(-c2ccccc2)c(Sc2ccc(Cl)cc2)c1/C=N/O	-22	-1	2.7	0	-3	3	-30	-13	5
C=CCOc1ccccc1CNc1ccccc1C	17	2	1.4	-2	13	4	1	4	4
O=C1C2C3C=CC(CO)(O3)C2C(=O)N1c1ccccc1-c1ccccc1 (configuration not stated)	-3	61*	-2.2	3	1	0	31*	33*	4
CC1CC(C)(C)n2c(O)c(N=NC(N)=S)c3cccc1c32 (configuration not stated)	-5	1	0.7	-1	-9	2	6	-9	·
CCCCCCOc1cccc(N)c1	0	-2	0.8	0	6	6	-19	8	2
COc1cc(OC)c(/C=N/NC(=O)Cn2nc([N+](=O)[O-])cc2C)c(OC)c1	2	1	3.0	-1	5	-1	-16	-8	·
O=C(O)c1cccnc1SCc1ccccc1Cl	-26	1	0.0	5	-19	5	-19	-4	14
Cc1ccc(-c2cn3cccnc3n2)cc1NC(=O)c1cccs1	-20	3	0.2	1	-4	5	-10	-9	-3
O=C(Nc1ccc(Cl)cc1)N1CCSC1=NCc1ccccc1	27	1	-0.3	-7	-4	2	-1	-5	·
O=C(CCc1nc(-c2ccccc2F)no1)NC1CCCCC1	-10	0	-2.6	0	-6	8	-2	2	7
CCc1ccc(NC(=O)C2CC=CCC2C(=O)O)cc1 (configuration not stated)	9	-1	0.2	-3	-1	-1	7	-1	-8
COC(=O)[C@H](CC(C)C)NC(=O)N1CCC(C)CC1	8	0	0.4	1	4	-3	-5	9	·
CCSC1(SCC)N=C(N)C2(C#N)C(c3ccccc3)NC(C)=CC12C#N (configuration not stated)	12	-4	2.5	-2	13	2	-9	-4	2
O=[N+]([O-])c1cccc(-c2ccc(/C=N/NC(=S)Nc3ccccc3)o2)c1	10	·	0.6	1	-6	2	2	-5	-5
CN1CCN(CC(=O)Nc2cc(N(C)C)nc3ccccc23)CC1	-8	0	5.4	1	-6	2	-3	-5	0
Cc1cc2nnc(SCC(=O)N3C(C)CCCC3C)n2c(N)n1 (configuration not stated)	4	1	1.2	-3	3	0	-1	0	5
CCOC(=O)c1ccc(NC(=O)CSc2nnnn2C2CCCCC2)cc1	-3	-1	0.5	-2	-8	2	-14	-10	0
CC1CCN(CCc2nc3cc(NS(=O)(=O)c4ccc(F)cc4)ccc3n2C)CC1	-10	0	-0.3	4	-6	8	4	-1	-3
CC(C)c1nc(SCC(=O)Nc2ccc(N3CCOCC3)cc2)c2ccccc2n1	-10	-5	-1.1	7	-24	7	-15	-10	4
COC(=O)c1nc2cc3c(cc2c(C)c1C(=O)OC)OCO3	7	0	0.5	-1	12	2	18	-8	11
Cc1ccc(CN2CCN(Cc3cn(C(C)C)c4ccccc34)CC2CCO)o1 (configuration not stated)	9	0	0.1	-3	-8	2	-17	-6	1
Cc1ccc(P(=O)(CC(=O)O)c2ccc(C)cc2)cc1	-8	0	-2.7	-4	17	1	1	-7	18

Quoted from the listing:
CCOC(=O)c1ccc(NC(=O)CSc2nnnn2C2CCCCC2)cc1 | Ba/F3 V617F tox: -2
O=[N+]([O-])c1cccc(-c2ccc(/C=N/NC(=S)Nc3ccccc3)o2)c1 | S1P4 antagonist: 2
COC(=O)c1nc2cc3c(cc2c(C)c1C(=O)OC)OCO3 | Runt-CBFb FRET: 0
Cc1cc2nnc(SCC(=O)N3C(C)CCCC3C)n2c(N)n1 (configuration not stated) | Ba/F3 V617F tox: -3

Next records.
SMILES	NPY-Y1 PAM-ag	Runt-CBFb FRET	S1P4 agonist	Ba/F3 V617F tox	NPY-Y2 PAM-ag	BaF3 tox	S1P4 antagonist	RBBP9 inhibitor	NPY Y1 blocker
COc1ccc(/C(O)=C/C(=O)C(=O)Nc2c(C)n(C)n(-c3ccccc3)c2=O)cc1	-7	1	-0.7	1	3	2	1	4	4
Cn1nc(C(F)(F)F)c2cc(C(=O)NC3CC3)sc21	12	1	-1.2	0	0	5	-7	-1	4
O=C(CSCc1ccc([N+](=O)[O-])cc1)NCCSCc1ccccc1	-31	-3	2.5	-1	-12	2	-13	4	10
Cc1cc[n+](-c2[nH]c(=O)sc2/C=N/NC(=O)c2ccccc2[O-])cc1C	5	12	-0.1	4	3	5	-6	-5	-3
CC1=[N+]([O-])C(C)(C)C(c2ccc(Br)cc2)=[N+]1[O-]	5	-1	-1.1	2	-7	8	-4	0	-3
c1coc(Cn2nnnc2CN2CCN(C3CCCCC3)CC2)c1	-2	-2	-1.1	1	-1	3	-4	-4	0
O=C(C1CCC(Cn2c(=S)[nH]c3ccccc3c2=O)CC1)N1CCOCC1 (configuration not stated)	2	-1	-0.1	2	-9	3	-72	-4	-3
CC(C)N(C(=O)Cn1c(Cl)nc2ccccc21)C(C)C	22	0	0.9	2	-14	2	7	-13	4
COCCN(Cc1ccccc1)C(=S)Nc1ccc(Cl)cc1	6	1	0.9	18	0	20	-1	-2	-1
Cc1ccc(CSCC(=O)NCc2ccc(F)cc2)cc1	-21	-2	-0.1	0	-20	-3	4	-7	16
O=C(c1c(F)cccc1F)N1CCC(O)(c2cccnc2)CC1	6	-1	0.2	-7	14	0	-20	-6	-2
O=C(c1c[nH]c2ccccc2c1=O)N1CCCCCC1	16	-1	0.0	-7	6	-2	-6	-4	7
CCOC(=O)c1nnn(-c2nonc2N)c1CSc1ccc(C)cc1	-3	0	-0.5	1	2	2	11	-7	7
CCN(CCn1cccn1)C(=O)c1cc(COc2c(F)cccc2F)on1	8	1	0.4	0	-7	5	-13	-4	0
Cc1ccc(-c2noc(-c3ccccc3C(=O)N3CCOCC3)n2)cc1	-4	-1	0.8	-1	3	4	-8	-1	-3
CN(Cc1ccccc1)S(=O)(=O)c1cccc2nsnc12	7	-1	-0.8	1	-16	1	-5	2	5
CCC(C)NS(=O)(=O)c1ccc(OCC(=O)NCC2CCCO2)cc1 (configuration not stated)	10	-2	-0.7	-3	4	0	0	-8	5
CC(C)NCC(=O)C12CC3CC(CC(C3)C1)C2	3	0	-0.1	-2	4	0	-2	-7	·
O=C(NC(Cc1ccccc1)C(=O)N1CCCC1C(=O)O)c1ccccc1 (configuration not stated)	3	-2	1.2	-1	-2	4	-6	-7	1
CC(C)(C)n1nnnc1C(c1cccc(C#N)c1)N1CCC(Cc2ccccc2)CC1 (configuration not stated)	-8	-1	-1.2	0	9	5	-21	-5	-1
CC1=NNC(=O)C1CCC(=O)N/N=C/c1ccc(C)cc1 (configuration not stated)	16	-1	-0.9	-4	-12	-4	11	-3	·
CCOC(=O)/C(C#N)=C1\CCCN1CC(N)=S	23	36	2.3	-7	4	-1	-16	5	0
O=C(CCn1nnc2ccccc21)N1CCC(O)(c2cccc(F)c2)CC1	12	0	0.3	0	8	9	-9	-4	1
CN(C1=C(N2CCCCC2)C(=O)c2ccccc2C1=O)c1ccccc1	44*	0	12*	26*	37*	65*	-30	7	-5
Cc1nnc(Cl)c2nn(-c3ccccc3F)c(C)c12	-10	-1	0.0	-1	-11	0	-5	-6	6
O=C(O)c1cccc2c1C(=O)N(Cc1ccncc1)C2	-11	0	-0.7	-2	-10	4	7	-5	-2
CCCCNCCCOc1cccc(Cl)c1Cl	-31	2	0.3	1	-4	4	7	0	11
CCOc1cc(C(=O)O/N=C(\N)c2ccc([N+](=O)[O-])cc2)cc(OCC)c1OCC	-8	0	-0.5	4	7	7	-10	0	5
COc1ccc(OC)c(C2/C(=C(/O)c3ccccc3)C(=O)C(=O)N2Cc2ccco2)c1 (configuration not stated)	0	8	1.8	1	11	3	7	-5	8
O=S1(=O)CC(O)C(N=Nc2c(O)n(Cc3ccccc3)c3ccccc23)C1 (configuration not stated)	10	1	1.2	-2	-6	4	-11	-7	·
CCOCCCNC(=O)CNC(=S)N(Cc1ccccc1F)C1CCCCC1	-17	-4	0.5	1	-12	7	-5	-7	3
COc1cccc(N/C(SCc2cccc([N+](=O)[O-])c2)=C(/C#N)C(=O)NCc2cccs2)c1	6	-2	0.2	-3	17	3	-10	7	1
O=C(NC1CCS(=O)(=O)C1)/C(=C\c1ccco1)NC(=O)c1ccccc1 (configuration not stated)	8	1	0.6	-2	-19	-1	-6	0	·
COCCNC(=O)CN(C(=O)Cn1nnc2ccccc21)c1ccc(C)cc1	19	1	-2.9	3	-18	10	-9	1	0
Cc1cc2cc(CN(Cc3ccco3)C(=S)NCC3CCCO3)c(=O)[nH]c2cc1C (configuration not stated)	-35	10	3.4	0	-9	4	14	7	-1
NC(=O)Cc1ccc(C(=O)c2ccc(Cl)cc2Cl)s1	17	1	1.4	-4	1	7	-28	-10	0
